S1P4 ag: agonists of human S1P4 receptor; AID 1509; S1P4-expressing cell line, agonist reporter assay; actives 0.35% (n = 220,000); O95977; activation, % at 4.98 µM; in the data active = activation above about 11%;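 note: 0% = DMSO vehicle and 100% = reference agonist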
PERK inh: inhibitors of human PERK kinase; Q9NZJ5; CHO PERK-DD fusion, SEAP luminescence translation reporter; inhibition, % at 5.6 µM; actives 0.17% (n = 220,000);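 active = inhibition above the mean inhibition of all tested compounds plus 3 SD, set separately per screening campaign, cut at about 2.9% in these data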;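 note: PERK kinase domain activated by AP20187 dimerizer at 100 nM; 0% = DMSO with dimerizer and 100% = rapamycin at 8.4 µM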
MDM2 E3 inh: inhibitors of human Mdm2 E3 ubiquitin ligase; Q00987; cell-based MDM2 ubiquitination luciferase reporter, 2 h; 0 = plate control, 100 = twice control, blank-subtracted; signal enhancement, % at 5 µM; actives 0.11% (n = 210,000);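 active = signal enhancement of 30% or more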;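 note: luminescence tracks abundance of the self-degrading MDM2-luciferase fusion protein; higher signal means inhibition of MDM2 E3 ligase activity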
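Assay system: stable mammalian line carrying autodegrading MDM2–luciferase fusion reporter; Input: 2000 cells in each well; Compound dosing: single-point 5 µM; Schedule: 2 h compound exposure at 37 °C; Signal: SteadyLite luciferase luminescence after 15 min room-temperature reagent incubation; Evaluation: % luminescence enhancement versus blank-corrected plate control mean; Benchmarks: plate controls and plate blanks.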
Ba/F3 V617F tox: lowers viability of Ba/F3 cells expressing EpoR and JAK2V617F; ATP luminescence; inhibition, % at 5.6 µM; actives 1.1% (n = 220,000);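 active = inhibition above the campaign mean plus 3 SD over all tested compounds, cut at about 24% in these data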;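 note: cytokine-independent growth of Ba/F3 cells driven by EpoR plus mutant JAK2; 0% = DMSO-treated cells and 100% = JAK inhibitor I control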
S1P4 antag: blocks the human S1P4 receptor | O95977 | inhibition, % at 4.98 µM | S1P4-expressing cells, antagonist mode, reporter read-out | actives 0.26% (n = 220,000); in the data active = inhibition above about 29%;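 note: 0% = wells stimulated with agonist and 100% = vehicle wells without agonist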
eIF4E-4G inh: inhibitors of eIF4E and eIF4G interaction in translation initiation; P63073+Q04637; TR-FRET eIF4E-eIF4GI(517-606) binding, 2 h; inhibition, % at 21.7 µM; actives 0.37% (n = 220,000); AID 782;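 active = inhibition above about 30%, limit read from the data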;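 note: 0% = full FRET control wells and 100% = background wells lacking eIF4GI fragment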
Wee1 stabilizer: inhibitors of human Wee1 degradation; HeLa Luc-Wee1K328M stability, luciferase luminescence; 100% = proteasome inhibitor MG132 effect; reporter increase, % at 5 µM; actives 1.2% (n = 220,000);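 active = activation above the mean of all tested compounds plus 3 SD, set per screening run, cut at about 8.8% in these data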;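 note: cells exposed to compound for 20 h before luminescence read; 0% = DMSO alone and 100% = MG132 at 30 µM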
Target sequence (P30291 whole entry K328M): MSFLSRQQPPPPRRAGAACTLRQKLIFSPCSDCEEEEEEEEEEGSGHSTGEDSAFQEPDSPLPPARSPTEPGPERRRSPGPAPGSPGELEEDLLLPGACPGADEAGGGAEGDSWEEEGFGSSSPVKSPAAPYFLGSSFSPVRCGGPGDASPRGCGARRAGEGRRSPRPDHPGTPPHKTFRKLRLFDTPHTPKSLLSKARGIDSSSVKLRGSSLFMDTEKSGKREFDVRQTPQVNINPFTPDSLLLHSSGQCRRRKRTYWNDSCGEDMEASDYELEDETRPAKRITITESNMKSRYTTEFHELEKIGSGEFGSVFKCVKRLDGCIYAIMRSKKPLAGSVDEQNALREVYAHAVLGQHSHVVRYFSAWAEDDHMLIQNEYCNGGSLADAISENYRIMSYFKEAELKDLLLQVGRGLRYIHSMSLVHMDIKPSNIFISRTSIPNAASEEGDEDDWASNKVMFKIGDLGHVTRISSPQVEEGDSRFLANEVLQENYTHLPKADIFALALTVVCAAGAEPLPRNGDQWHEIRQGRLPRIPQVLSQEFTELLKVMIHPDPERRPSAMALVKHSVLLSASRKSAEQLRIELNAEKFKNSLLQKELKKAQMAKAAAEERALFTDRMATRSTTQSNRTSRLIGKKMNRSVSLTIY
BaF3 parental: reduces parental Ba/F3 cell viability, JAK2V617F counter-screen | CellTiter-Glo ATP luminescence | inhibition, % at 5.6 µM | actives 1.1% (n = 220,000) | AID 1486;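 active = inhibition above a per-campaign cutoff, the mean inhibition of all tested compounds plus 3 SD, cut at about 27% in these data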;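 note: 0% = DMSO wells and 100% = JAK Inhibitor I control wells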
NPY-Y2 PAM-ag: potentiates or activates human NPY-Y2 receptor | P49146 | cells expressing NPY-Y2, potentiator/agonist read-out | activation, % at 3.6 µM | actives 0.45% (n = 220,000); in the data active = activation above about 27%;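 note: cells stimulated with NPY near EC25 plus isoproterenol at EC100; 0% = vehicle plus submaximal agonist and 100% = vehicle plus saturating agonist; some results beyond the cut were filed as inactive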
Target sequence (P49146 whole entry, looked up): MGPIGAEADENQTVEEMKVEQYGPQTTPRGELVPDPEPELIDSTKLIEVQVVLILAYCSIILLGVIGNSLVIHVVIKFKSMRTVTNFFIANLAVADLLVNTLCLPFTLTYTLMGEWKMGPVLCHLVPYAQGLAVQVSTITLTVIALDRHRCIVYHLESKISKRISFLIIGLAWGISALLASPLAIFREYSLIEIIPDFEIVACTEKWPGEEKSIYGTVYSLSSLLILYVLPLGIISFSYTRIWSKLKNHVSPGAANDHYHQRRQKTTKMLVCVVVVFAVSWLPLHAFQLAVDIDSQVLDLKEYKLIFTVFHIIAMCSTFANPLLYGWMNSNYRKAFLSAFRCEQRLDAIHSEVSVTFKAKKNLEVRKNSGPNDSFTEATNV
Starred values were filed as active, the others as inactive; . = not tested or not shown; & = joins results of further samples; [ ] = remark or other dose.

The line under a structure holds: S1P4 ag	PERK inh	MDM2 E3 inh	Ba/F3 V617F tox	S1P4 antag	eIF4E-4G inh	Wee1 stabilizer	BaF3 parental	NPY-Y2 PAM-ag
> CC(OC(=O)CN(C)S(=O)(=O)c1ccc(Cl)cc1)C(=O)Nc1ncc(Cl)cc1Cl (centres undefined)
 : 3.0	0.1	-9	2	4	-1[fluorescence artefact?]	0	2	-16
> O=C(O)COc1ccc2c(c1)O/C(=C\c1cccs1)C2=O
 : -0.4	0.8	-10	-1	14	-2	-4	1	5
> COC(=O)c1cc2occc2n1Cc1c(F)cccc1Cl
 : 1.4	0.3	3	-1	-5	-1	-3	1	-5
> O=C1CC(NCC2CCCO2)C(=O)N1c1ccc(F)cc1 (centres undefined)
 : -0.3	0.3	-8	0	5	0	-1	2	9
> Nc1nnnn1CC(=O)N/N=C/c1ccc(-c2cccc(Cl)c2)o1
 : 1.6	0.8	-13	3	-11	0	0	10	-18
> CCc1c(C)nc2ncnn2c1Nc1ccc(C#N)c(Cl)c1
 : 2.7	-0.5	-7	-2	-6	0	-1	6	-5
> COC(=O)c1ccc2c(=O)[nH]c(CSc3nnc(C(F)(F)F)n3C)nc2c1
 : -0.5	-0.2	14	-3	-18	9	0	4	11
> COc1ccccc1NS(=O)(=O)c1ccc(N/N=C/c2ccccc2OCC(=O)O)c([N+](=O)[O-])c1
 : 0.3	0.4	-5	0	1	0	6	3	16
> O=C(Nc1ccccc1)N1CCN(Cc2ccccc2)CC1
 : -0.4	0.4	-5	-3	-26	11[fluorescence artefact?]	4	1	-27
> CCc1ccc(OCC(=O)N(C)C)c(Br)c1
 : -2.1	0.9	-15	1	-5	4	1	8	8
> NC(=O)c1cccc(N=Cc2cc(Cl)cc(Cl)c2O)c1
 : 1.7	1.3	-17	4	-13	0	-1	3	8
> Cc1ccccc1-c1n[nH]c(=S)n1C
 : -0.8	1.6	-22	-2	-7	-1	8	3	19
> Cc1ccc(N2CC(O)(c3cccs3)[N+]3=C2CCCC3)cc1 (centres undefined)
 : -0.1	-0.2	-5	9	4	-3	-1	45*	5
> COC(=O)c1cccc(Cn2nc(C)c([N+](=O)[O-])c2C)c1
 : 0.1	1.6	-4	-4	-5	2	-1	0	24
> CC1(C)CC2CC(C)(CN2C(=O)c2cc(-c3ccccc3O)on2)C1 (centres undefined)
 : -4.4	1.2	-4	-2	-13	2	-1	1	-1
> COc1cccc(-c2nnc(-c3ccccc3NC(=O)c3ccc(C(C)(C)C)cc3)o2)c1
 : -0.6	1.5	-12	-6	7	2	1	2	-16
> COC(=O)/C=C/c1oc2ccccc2c1C
 : 1.5	-0.3	-8	0	-19	3	-1	-2	-3
> O=C(NCCO)C(c1ccccc1)c1ccccc1
 : -0.7	1.4	-6	-4	-11	-6	4	1	5
> COc1ccc(CN2CCNC(=O)C2CC(=O)O)cc1OC (centres undefined)
 : 0.5	1.5	-12	-3	-8	-7	-1	2	-14
> S=c1nc(SCc2ccccc2)[nH]c2ccccc12
 : -4.3	1.2	-32	-5	5	-1	0	-3	-10
> CCCCCC(=O)NC(=S)Nc1ccc(Br)cc1C
 : 0.4	0.8	7	-5	-5	19	1	1	-1
> N#CCC(=N)N1CCN(c2ccccc2)CC1
 : -2.2	0.8	-5	-2	-9	.	-2	3	-15
> Cc1ccc(S(=O)(=O)NC(CC(=O)N2CCc3ccccc32)c2ccco2)cc1 (centres undefined)
 : 0.1	0.1	-8	-1	3	1	3	1	12
> Nc1nc(SCC(=O)Nc2cc(S(=O)(=O)N3CCOCC3)ccc2Cl)n[nH]1
 : 1.4	0.4	0	-4	-18	3	-1	-2	-2
> COc1cc(OC)cc(-c2cc(N)n(S(=O)(=O)c3cccc4nsnc34)n2)c1
 : 0.5	0.4	1	2	-7	-6	0	-5	4
> O=C(Nc1ccccc1Cl)N1CCN(c2ccc3nnc(-c4ccc(F)cc4)n3n2)CC1
 : -1.2	-0.7	-5	1	-40	-1	0	6	-4
> CC1=CC(=C(C#N)C#N)C=C(C)N1Cc1ccccc1
 : -1.5	1.2	-10	7	4	2	0	9	17
> CC(=O)Nc1c(C)ccc(S(N)(=O)=O)c1C
 : -1.4	0.3	-3	0	1	1	5	3	-5
> CCOC(=O)c1cc(-c2ccccc2)n(CC(=O)NC(C)(C)C)c1C
 : -0.1	-0.3	-14	-4	-19	12	3	1	-4
> CC(C)CCNC(=O)CN(C(=O)Cn1nnc(-c2ccc(F)cc2)n1)C1CCCC1
 : -0.3	0.0	-16	-1	0	8[fluorescence artefact?]	-2	6	4
> COc1ccc(CC(NC(C)=O)C(=O)NC2CCN(C(=O)c3cc(OC)c(OC)c(OC)c3)CC2)cc1 (centres undefined)
 : -1.7	1.7	.	-1	-8	0	1	0	-2
> Brc1cccc(-c2nc(-c3ccncc3)no2)c1
 : 1.9	0.8	-16	2	-13	9	-1	6	-2
> O=C(c1ccc(C(F)(F)F)cc1)C1CCCN(C(=O)c2csnn2)C1 (centres undefined)
 : 0.6	2.6	-4	0	-6	-1	-3	7	-10
> N#Cc1nc(-c2ccccc2)oc1NCCN1CCCCC1
 : 1.2	0.7	-12	-1	-13	-24	0	5	-2
> COc1ccccc1NS(=O)(=O)c1ccc2oc(=S)[nH]c2c1
 : 0.7	0.6	-14	-2	2	10	-1	4	-8
> S=c1[nH]c2cc3ccccc3cc2[nH]1
 : 0.8&1.1	1.0&-0.1	0	-1&2	-22&-15	8&23	-2&0	3&-6	-13&-4
> Cc1ccc2[nH]c(=O)c(-c3nc4ccccn4c3NCc3ccco3)cc2c1
 : -0.6	-0.5	-10	4	8	0	-2	7	-1
> C/C(=N\NC(=O)C1CC1)c1ccc(Cl)c(Cl)c1
 : -0.6	0.3	-7	-3	4	5	0	1	7
> O=c1cc(CN2CCN(c3ccccc3)CC2)nc2scc(-c3ccccc3)n12
 : 0.3	0.1	-14	0	-8	6	-1	2	-18
> CCOc1ccc(-c2nc(CCl)cs2)cc1OC
 : 0.7	0.9	-7	-4	-25	3	7	0	11
> CCOc1cc(-c2cc(-c3ccc(C)o3)nc(N)c2C#N)ccc1O
 : -0.1	-1.0	-6	-1	-1	-10	-3	4	2
> Cn1c(=O)n(C)c2cc(/C=C3/NC(=O)N(Cc4ccccc4)C3=O)ccc21
 : -3.6	-0.3	-13	-1	-11	-4	0	2	-11
> Cc1c(NC(=O)/C(C#N)=C/c2ccc(-c3ccc(Cl)cc3)o2)c(=O)n(-c2ccccc2)n1C
 : -0.8	-1.9	2	0	5	5[fluorescence artefact?]	-3	-1	-1
> CCC(C)N1CCNCC1 (centres undefined)
 : -0.9	0.1	-5	-1	7	-1	-1	2	2
> CC(C)(C)c1ccc(OC(=O)CN2C(=O)C3C4CCC(C4)C3C2=O)cc1 (centres undefined)
 : -1.2	-1.2	-5	-5	-11	16[fluorescence artefact?]	-1	-1	2
> COc1ccc(/C(N)=N/OC(=O)Cc2ccccc2OC)cc1
 : 1.9	0.9	-13	-4	-24	0	3	1	2
> COC1=C(OC)c2ccccc2C(C(=O)O)N/C1=C(/C)Nc1ccncc1 (centres undefined)
 : 0.0	0.2	-30	4	3	6[fluorescence artefact?]	2	12	-7
> COc1cc(C(=O)NCc2ccc3c(c2)cc(C)n3C)cc(OC)c1OC
 : -0.8	0.0	-11	1	0	-5	2	13	-3
> CC(=O)N(C)c1ccc(NS(=O)(=O)Cc2ccccc2)cc1
 : 1.2	-0.2	.	1	0	-18	1	3	-7
> CC(NC(=O)c1sc2ccccc2c1Cl)C1CCCO1 (centres undefined)
 : 0.2	0.3	-8	1	-19	-5	-2	9	-21
> COC(=O)c1cc(OC)c(OC)cc1NC(=O)Nc1ccc(OC)cc1
 : 1.1	0.6	-11	-1	-17	-1	0	4	-4
> Cc1ccc(C(=O)N2CC(C(=O)O)C2)cc1
 : -1.4	-0.1	-12	-3	-4	3	-1	-2	8
> CCOc1ccc(N=C2NC(=O)C(CC(=O)Nc3ccccc3)S2)cc1 (centres undefined)
 : 1.0	0.5	-2	4	-7	2	-1	5	-2
> BrC(=C\c1ccccc1)/C=N/n1cnnc1
 : 0.9	0.6	8	65*	-8	-2	6	-11	3
> O=C(c1ccco1)N1CCN(c2cc(C(F)(F)F)nc3ncnn23)CC1
 : -4.6	0.0	15	-4	12	-5	-4	-1	-4
> C=CCNC(=O)c1onc(CSc2cccc(OC)c2)c1C(=O)O
 : -0.3	0.8	-11	1	-6	1[fluorescence artefact?]	-3	4	-26
> COc1ccccc1NS(=O)(=O)c1cc(NC(=O)Cn2cnc3c2c(=O)n(C)c(=O)n3C)ccc1C
 : -1.0	0.3	-2	2	-6	19	-1	1	9
> COc1cc(NC(=O)C2CCCCC2)c(OC)cc1NC(=O)CCC(=O)NCc1ccco1
 : 1.1	-0.5	-9	-5	-7	-2	-1	-2	7
> Cn1c(COc2ccccc2)nnc1SCCSc1nnc(COc2ccccc2)n1C
 : 0.2	-0.8	-11	2	-9	8	-3	12	-3
> Cc1ccc(NC(=O)c2ccccc2OCC(=O)c2ccccc2)cc1
 : -2.6	0.2	-36	1	-10	1	0	1	-9

The results go on.
The line under a structure holds: S1P4 ag	PERK inh	MDM2 E3 inh	Ba/F3 V617F tox	S1P4 antag	eIF4E-4G inh	Wee1 stabilizer	BaF3 parental	NPY-Y2 PAM-ag
> O=C(Nc1ccc(NC(=O)C2CCCN2C(=O)OCc2ccccc2)cc1)c1ccco1 (centres undefined)
 : -0.1	-0.6	-13	-4	-5	4	-1	2	6
> Nc1ccc2ncccc2c1
 : -0.8	0.3	-4	-4	-8	4[fluorescence artefact?]	6	6	3
> CCOC(=O)c1csc(NC(=O)Nc2cccc(Cl)c2)n1
 : 1.6	0.6	-13	0	-11	3	2	8	5
> Cc1n[nH]c(C)c1S(=O)(=O)N1CCCC(C(=O)NCc2ccc(F)cc2)C1 (centres undefined)
 : -2.1	1.1	.	3	-18	-2	1	9	7
> CCC(Sc1nncn1C)C(=O)Nc1cc(C)on1 (centres undefined)
 : 1.0	1.8	2	3	5	1	1	5	1
> O=C(Nc1ccc(F)cc1F)c1c(C(F)(F)F)ccnc1Oc1ccc(Cl)cc1
 : -1.8	-0.5	-3	-1	-1	3	7	1	-32
> CCCS(=O)(=O)c1nc(S(=O)(=O)c2ccc(C)cc2)c(N2CCc3ccccc3C2)s1
 : 2.6	-0.3	3	-1	2	0	0	-9	7
> COc1ccc(CCNC(=O)c2ccc(Cl)cc2)cc1
 : -2.3	0.4	-4	-4	-12	1	-1	-1	4
> COC(=O)C1=NN(c2ccc(OC)cc2)C2C(=O)N(c3ccccc3OC)C(=O)C12 (centres undefined)
 : 0.9	-0.4	-9	0	-3	39*	-1	1	10
> CC(C)CN(C(=O)CN1CCOCC1)c1c(N)n(CC(C)C)c(=O)[nH]c1=O
 : 4.3	0.2	-16	6	-10	1	-1	5	5
> Cc1ccccc1-c1ccc(C(=O)NCc2ccccc2)o1
 : 0.4	0.9	.	1	-5	0[fluorescence artefact?]	-1	6	-11
> COc1ccc(/C=N/NC(=O)c2[nH]c(C)c(C(=O)N/N=C/c3ccc(OC)cc3)c2C)cc1
 : 0.1	-0.5	-2	1	-2	-2	0	6	-5
> C=CCn1c(Cc2ccccc2)n[nH]c1=S
 : 0.4	0.7	5	-4	-15	5	1	2	8

Screens from PubChem BioAssay.

Compounds as they come; 4.1% or so of the library scored in one or more.
